LANA DNA inh: KSHV C-LANA DNA binding inhibition; MBP-C-LANA/FAM-LBS DNA binding, fluorescence polarization; inhibition, % at 9 µM; 340,000 compounds, 0.078% hits;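 active = highest replicate inhibition at or above 60% at 9 µM, even if other replicates fall short; inactive = all replicates below 60% inhibition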;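 also: 0% = neutral control wells and 100% = 4 µM acridine orange control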
Wnt act: Wnt/beta-catenin pathway activation. activation, % at 9.35 µM. Wnt/beta-catenin reporter cell assay, activator, plate reader. AID 743398. 300,000 compounds, 1.2% hits; in the data active = activation above about 30%, passing the limit was not always enough;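 also: 0% = neutral control wells and 100% = positive control wells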
RTF Ca sens act: increases calcium sensitivity of human cardiac regulated thin filaments; IANBD-labeled TnC RTF fluorescence at EC20 calcium; 0% EC20 calcium, 100% full calcium; P19429+P45379; activation, % at 7.2 µM; 340,000 compounds, 0.24% hits; AID 493008;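 active = activation above the mean over all tested compounds plus 3 SD, cut at about 30% in these data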;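 also: rise in fluorescence read as greater calcium sensitivity of cardiac thin filaments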
Cardiac RTF inh: cardiac RTF calcium desensitization; P19429+P45379; IANBD-labeled cardiac RTF, Ca2+ fluorescence; inhibition, % at 7.15 µM; 340,000 compounds, 0.12% hits; AID 493244;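 active = inhibition above the mean inhibition of all tested compounds plus 3 SD, cut at about 17% in these data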;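 also: assay run at fixed EC70 calcium of 1.6 mM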
MOR-DOR inv ag: inverse agonists of human mu-delta opioid receptor heterodimerization. inhibition, % at 9.3 µM. cell-based MOR-DOR heterodimer luminescence, inverse agonism. 340,000 compounds, 0.21% hits; in the data active = inhibition above about 22%, passing the limit was not always enough;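 also: 0% = cells with DMSO and 100% = wells without cells with DMSO; values of inactives mirror those of a sister screen read the other way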
OPRM1-OPRD1 ag: OPRM1-OPRD1 heterodimerization agonism; cells, luminescence; activation, % at 9.3 µM; 340,000 compounds, 0.3% hits; AID 504326; in the data active = activation above about 18%;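 also: 0% = vehicle-treated cells and 100% = reference agonist; values of inactives mirror those of a sister screen read the other way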
Pemphigus Ab inh: blocks pemphigus antibody binding to human desmoglein-3; 310,000 compounds, 0.48% hits; binding (percent of control), % at 10 µM; AID 588358; DSG3-coupled beads, scFv-anti-DSG3-GFP binding, flow cytometry; hits give low values;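 active = binding more than 3 SD below its plate's average and above zero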;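 also: hits lower antibody fragment binding to DSG3; some compounds called inactive have numbers as strong as hits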
V-ATPase pHluor: yeast V-ATPase proton transport regulation by pHLuorin | S. cerevisiae, pHLuorin cytosolic pH fluorescence | response, % at 10 µM | 350,000 compounds, 0.37% hits; in the data active = response mostly above about 7.3%, no sharp cut-off; inactive = mostly below about 5.4%; also: actives read high; inactives centre near 0; some compounds called inactive have numbers as strong as hits; reference of the scale not given here
Arr AP2 block: inhibitors of human beta-arrestin and AP2 interaction. FITC-arrestin peptide / GST-AP2 beads, flow cytometry; AP2 beta2 appendage carries R879A mutation. inhibition, % at 10 µM. 340,000 compounds, 0.31% hits. AID 504490;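 active = inhibition above a set limit, near 3 SD of compounds lacking own fluorescence, cut at about 54% in these data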;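 also: plate controls were DMSO wells for no effect and 5 µM unlabelled arrestin peptide for full effect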
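system = GST-tagged AP2 beta2-adaptin appendage (R879A) on 4 µm glutathione beads | reagent = FITC-labelled arrestin peptide probe, 50 nM final | schedule = compound with beads 12 min RT, then probe 1 h RT | signal = HyperCyt-sampled flow cytometry, FL1 channel, ex 488/em 535 nm | read-out = percent response from loss of bead-bound FITC fluorescence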
Keap1-Nrf2 PPI: inhibitors of human Keap1-Nrf2 protein-protein interaction; Q14145; Keap1 Kelch-Nrf2 peptide fluorescence polarization, 1536-well; inhibition, % at 9.4 µM; 340,000 compounds, 0.15% hits; in the data active = inhibition above about 12%;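 also: human Keap1 Kelch domain with fluorescein labeled Nrf2 9mer peptide probe; 0% = neutral control wells and 100% = peptide positive control; higher means more block of Keap1 binding to Nrf2 peptide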
Target sequence (Q14145 whole entry, looked up, the tested form may be a part): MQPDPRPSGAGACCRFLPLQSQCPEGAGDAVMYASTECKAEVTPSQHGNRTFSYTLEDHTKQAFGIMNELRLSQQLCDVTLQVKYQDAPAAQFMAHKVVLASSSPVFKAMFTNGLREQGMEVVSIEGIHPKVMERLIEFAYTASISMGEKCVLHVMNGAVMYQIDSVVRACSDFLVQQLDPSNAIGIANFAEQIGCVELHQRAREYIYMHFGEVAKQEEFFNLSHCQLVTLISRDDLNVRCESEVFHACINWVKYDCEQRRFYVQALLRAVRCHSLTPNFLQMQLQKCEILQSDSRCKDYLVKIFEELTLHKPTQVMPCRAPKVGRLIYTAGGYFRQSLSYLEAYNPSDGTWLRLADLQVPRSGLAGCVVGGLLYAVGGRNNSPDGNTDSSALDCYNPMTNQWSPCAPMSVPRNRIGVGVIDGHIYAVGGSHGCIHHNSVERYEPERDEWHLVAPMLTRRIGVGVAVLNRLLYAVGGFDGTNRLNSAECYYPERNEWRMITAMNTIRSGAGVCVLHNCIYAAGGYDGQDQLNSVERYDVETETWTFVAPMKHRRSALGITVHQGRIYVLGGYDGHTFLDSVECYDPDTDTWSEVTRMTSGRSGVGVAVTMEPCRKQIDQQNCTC
Starred values were filed as active, the others as inactive; · = not tested or not shown.

Molecule	LANA DNA inh	Wnt act	RTF Ca sens act	Cardiac RTF inh	MOR-DOR inv ag	OPRM1-OPRD1 ag	Pemphigus Ab inh	V-ATPase pHluor	Arr AP2 block	Keap1-Nrf2 PPI
O=C(NCc1ccccn1)c1cc(-c2ccc(-c3ccccc3)cc2)nc2ccccc12	-0.7	-8	8	8	-8	1.1	90	-1	3	4
C/C(CS(=O)(=O)c1ccc(Cl)cc1)=N/NC(N)=S	0.1	·	3	-1	10	-2.0	94	2	20	-5
CN(CC1COc2ccccc2O1)C(=O)c1ccc(N(C)C)cc1 (stereo not drawn)	-0.7	4	1	-16	11	-2.3	105	2	20	0
CCc1ccc(N(C(=O)CCC(=O)Nc2cc(C)on2)C(C(=O)NC2CCCC2)c2ccco2)cc1 (stereo not drawn)	2.1	0	-3	-6	14	-2.5	94	1	-2	-4
COC(=O)C1C(c2ccccc2)NC(=O)NC1(O)C(F)(F)Cl (stereo not drawn)	1.4	-2	-2	-9	-2	0.3	105	-1	-2	-1
COc1ccc(S(=O)(=O)N2CCC(C(=O)NC3(C)CCS(=O)(=O)C3)CC2)cc1OC (stereo not drawn)	3.3	1	-2	4	5	-0.8	100	0	27	-2
O=C(CN1CC[n+]2c(-c3cccs3)csc21)c1ccc(-c2ccccc2)cc1	-1.9	2	5	-5	7	-1.5	107	-1	39	-1
CNC(=O)COc1ccc(S(=O)(=O)N2CCCC2)cc1	-7.5	2	5	-11	3	-0.5	113	3	47	-5
CC(C)c1ccc(OCC(=O)N(Cc2ccccc2)c2ccccn2)cc1	1.0	2	5	-7	-20	4.1	110	3	18	7
CN1CCc2nc(NC(=O)c3cccc(OC(F)F)c3)sc2C1	-2.8	·	3	0	11	-2.0	83	4	8	-5
O=C1NCCCc2nc(Oc3ccccc3)sc21	0.5	·	6	3	13	-2.4	115	-2	17	2
COc1cccc2cc(C(=O)N(Cc3cccs3)CC3CCCO3)c(=O)oc12 (stereo not drawn)	-0.1	-1	2	-4	15	-2.9	103	-2	20	-6
CCC(C)C(N)C1=NC(C(=O)N[C@@H](CC(C)C)C(=O)N[C@H](CCC(=O)[O-])C(=O)N[C@H](C(=O)N[C@H]2CCCCNC(=O)[C@H](CC(N)=O)NC(=O)[C@@H](CC(=O)[O-])NC(=O)[C@H](Cc3cnc[nH]3)NC(=O)[C@@H](Cc3ccccc3)NC(=O)[C@H]([C@@H](C)CC)NC(=O)[C@@H](CCCN)NC2=O)[C@@H](C)CC)CS1.[Zn+2] (stereo partly drawn)	1.0	·	2	5	16	-3.0	108	0	-9	4
Cc1ccc(S(=O)(=O)N2CCOCC2)cc1C(=O)Nc1cccc(C(=O)NC2CC2)c1	0.3	-4	1	-7	16	-4.1	92	4	-7	-2
O=C(NCC1CC1)c1onc(CSc2nc3ccccc3[nH]2)c1C(=O)NCC1CC1	0.9	-4	-8	0	13	-2.2	102	3	-12	-2
COc1ccc(C(=O)N2CCC(CCC(=O)Nc3cccc(C)c3)CC2)cc1	-0.9	3	5	2	21	-6.3	109	-2	-9	3
N#CC(C(=O)OC1CCCCC1)c1nc2ccccc2nc1N1CCOCC1 (stereo not drawn)	2.8	-2	-6	2	15	-2.5	·	0	-15	-2
CC(C)c1onc(C(=O)NC2CCCC2)c1[N+](=O)[O-]	-0.2	-5	0	-15	6	-1.0	85	1	-3	-6
CCN(CCC#N)c1ccc(N2C(=O)CCCC2=O)cc1[N+](=O)[O-]	-0.4	0	-1	-1	14	-3.0	93	1	10	-1
COc1ccccc1N1CCN(c2ncc(C(=O)N3CCN(c4cccc(Cl)c4)CC3)c3ccccc23)CC1	-0.4	-1	·	·	·	·	·	0	29	1
CCC(=O)C1CCCN(C(=O)c2cccc(OC3CCN(S(C)(=O)=O)CC3)c2)C1 (stereo not drawn)	2.3	·	-3	-3	5	-0.9	119	12*	-4	-2
COc1ccc(OC)c(C2C(C#N)=C(N)Oc3c2c(C)nn3-c2ccc(C)cc2)c1 (stereo not drawn)	1.7	0	-4	7	18	-4.3	·	-2	24	1
Cc1cccc([C@@H]2[C@@H]3C(=O)N(Cc4ccccc4)C(=O)[C@@H]3[C@]3(Cc4ccc(Cl)cc4)C(=O)N(c4cccc(Cl)c4)C(=O)N23)c1	0.2	0	-2	-1	6	-1.0	105	-4	2	0
CCNC(=O)NC(=O)CN(C)c1ccccc1	0.2	-2	4	0	6	-1.3	117	3	10	1
Cc1sc(-c2ccncc2)nc1OC(=O)c1ccccc1	3.0	·	8	-1	4	-0.8	98	-3	13	-4
CCOC(=O)c1cc(S(=O)(=O)N2CCN(Cc3ccccc3)CC2)cn1C	-0.1	-1	3	-2	10	-1.6	90	1	0	3
CCCOc1ccc(C(=O)C(CN2CCOCC2)c2ccccc2)cc1 (stereo not drawn)	0.2	·	2	-8	6	-1.1	110	0	-2	-1
CC1Nc2ncnc(N3CCN(c4ccccc4)CC3)c2N(Cc2ccccc2)C1=O (stereo not drawn)	0.6	3	-1	-3	38	-8.3	99	-3	-7	-8
CCc1ccccc1N(CC(=O)N1CCN(c2ccc(F)cc2)CC1)S(C)(=O)=O	-0.1	-3	-3	1	0	-0.1	106	5	-10	-3
COc1ccc(CC(=O)NNC(=O)COc2ccc(Cl)cc2C)cc1S(=O)(=O)N1CCOCC1	-1.4	-3	-3	-5	-6	1.5	·	3	17	-2
Cc1cc(-c2csc(Nc3ccccn3)n2)ccc1F	1.8	-3	-3	-2	-52	10	109	3	10	0
Cc1cc(C)nc(SCC(=O)N/N=C/C=C/c2ccccc2)n1	-0.5	-6	-2	7	12	-2.5	85	-3	-5	-3
CCOC(=O)c1ccc(NC(=O)CCn2nnc3ccccc32)cc1	0.5	·	3	-1	4	-0.7	102	0	10	1
O=C(C1CCN(S(=O)(=O)c2ccc3ccccc3c2)CC1)N1CCN(c2ncccn2)CC1	0.6	-1	-3	3	12	-2.0	103	-5	19	-2
CCOC(=O)c1cc(-c2ccc(N3CCOCC3)cc2)nn1-c1ccccc1	0.2	-1	-3	8	12	-2.5	88	-3	18	-3
Cc1[nH]n(-c2ccccc2)c(=O)c1/C=N/NC(=O)C(C)C	-0.2	-1	5	-6	-16	3.1	104	1	3	-3
CC(C)(C)OC(=O)N1CCC(C(=O)Nc2ccc3c(c2)CCC3)CC1	1.4	27	6	-10	4	-1.1	97	6	0	-5
COc1ccc(NC(=O)CSc2nc(C)cc(C)n2)c([N+](=O)[O-])c1	0.7	·	4	1	10	-2.2	106	-4	·	0
Cc1ccc(NS(=O)(=O)c2ccc(OCC(N)=O)cc2)cc1	3.1	-1	13	-6	14	-2.9	111	2	27	-4
CCOc1ccc(-c2c(C(=O)N/N=C/c3ccco3)nnn2-c2nonc2N)cc1	0.5	1	2	-4	2	-0.4	3.4*	-1	-3	-4
Cc1ccc(S(=O)(=O)N(CC(=O)N/N=C\c2cccs2)c2cccc3cccnc23)cc1	-1.7	2	3	3	4	-0.7	90	-1	0	3
COc1ccccc1NC(=O)CSc1nnc(CC(=O)Nc2ccccc2F)n1C	-2.6	0	7	1	3	-0.5	109	6	26	2
N/C(=N\OC(=O)COc1ccccc1Cl)c1ccc(Cl)cc1	2.2	-5	1	-5	0	0.1	·	-3	-3	-3
COc1ccc(C(=O)N2CCC(C(=O)N3CCN(Cc4ccccc4)CC3)CC2)cc1	1.3	1	3	1	18	-3.5	99	-4	-7	4
Cc1ccc(S(=O)(=O)N(C)C)cc1NC(=S)Nc1ccc2[nH]c(=O)[nH]c2c1	-1.6	0	1	-8	3	-0.5	99	1	29	-4
Cc1sc2nc(SCC(=O)NCc3ccco3)n(CCc3ccccc3)c(=O)c2c1C	-2.7	·	-5	3	-23	4.4	·	1	-1	-8
COc1ccc(CN2CCN(c3cccc(C)c3C)CC2)cc1OC	0.9	·	-1	2	-28	5.6	98	-1	-5	-3
CN1C(=O)C(O)(c2nnc(-c3ccccc3)o2)c2ccccc21 (stereo not drawn)	-0.2	0	-3	-5	10	-2.0	101	0	-6	5
Cc1ccc(OCCCC(=O)N2CCOCC2)cc1	1.8	·	2	-5	7	-1.8	·	-1	1	-1
COc1ccccc1CNC(=O)Nc1cccs1	-1.1	6	5	-14	2	-0.4	99	-4	10	-6
CCOC(=O)CSC1=C(C#N)C(c2ccc(Cl)cc2)CC(=O)N1 (stereo not drawn)	1.1	0	-8	-4	3	-0.6	97	0	2	-1
Cc1noc(C)c1COc1ccccc1C(=O)N1CCN(S(=O)(=O)c2ccc(F)c(F)c2)CC1	-1.4	-4	-5	6	12	-2.8	106	0	5	-2
CCOC(=O)CC(NC(=O)c1ccccc1)c1ccc(OC)cc1 (stereo not drawn)	0.1	0	-2	-10	2	-0.5	107	1	8	1
Cc1cccnc1NC(=O)Nc1cccs1	0.4	·	-1	-4	-15	3.0	99	1	9	-1
CCC(Sc1nc2ccccc2[nH]1)C(=O)Nc1ccc(NC(C)=O)cc1 (stereo not drawn)	0.9	-1	4	-7	7	-1.2	96	-1	11	0
CC1CCN(c2ccc(C(F)(F)F)cc2N)CC1	1.8	0	-5	-1	-15	3.3	99	1	33	5
COc1ccc(S(=O)(=O)N2CCSCC2)cc1C(N)=O	0.3	-1	-5	-10	8	-1.6	99	·	6	0
CCOc1cc(C(=O)N(CC)CC(=O)Nc2c(F)cccc2F)ccc1OCC(=O)N1CCOCC1	-0.5	·	0	-3	3	-0.5	107	1	2	-5
O=S1(=O)CC(O)C(N2CCCCC2)C1 (stereo not drawn)	0.8	0	0	2	14	-3.0	·	-4	0	4
O=C(CSc1nc2ccccc2c(=O)n1-c1ccccc1)c1cccc([N+](=O)[O-])c1	-0.2	-5	1	2	5	-0.9	98	-5	2	0

(further entries)
Molecule	LANA DNA inh	Wnt act	RTF Ca sens act	Cardiac RTF inh	MOR-DOR inv ag	OPRM1-OPRD1 ag	Pemphigus Ab inh	V-ATPase pHluor	Arr AP2 block	Keap1-Nrf2 PPI
O=C(O)C[C@H]1c2cc(F)ccc2S(=O)(=O)N1C1CCCCC1	2.3	1	-1	-8	16	-2.9	98	0	-2	-3
COc1cccc(-c2nn(-c3ccc(F)cc3)cc2C(=O)NCC2CCCO2)c1 (stereo not drawn)	3.9	1	1	10	-1	0.3	107	-3	-9	3
CC(C)CNC(=O)C1C2C=CC(C2)C1C(=O)O (stereo not drawn)	-0.6	1	-5	2	11	-2.1	98	1	3	-1
O=C(O)/C(=C/c1cccnc1)NC(=O)c1ccccc1	2.0	·	5	-3	9	-1.7	·	4	46	-4
O=C(CCNS(=O)(=O)c1cccc2nsnc12)NCc1ccccc1Cl	-1.9	-2	-4	-5	14	-2.9	99	1	-4	-6
